tim10-1 inh – tim10-1 yeast growth inhibition; S. cerevisiae tim10-1 ts strain growth, BacTiter-Glo, 24 h; inhibition, % at 20 µM; 330,000 tested, 2.2% active;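 active means inhibition of at least 40%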;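 further: mutant grown at 25 °C; 0% = DMSO wells with yeast and 100% = wells holding no yeast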
NALP3 yeast inh – inhibitors of NALP3 inflammasome in yeast. Yeast reconstituted NLRP3/ASC/caspase-1, beta-gal luminescence, 24 h. inhibition, % at 10 µM. 330,000 tested, 0.39% active. AID 2825;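 active means inhibition of 50% or more; inactive means inhibition below 50%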;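 further: plate controls were induced DMSO wells for no effect and uninduced yeast grown without galactose for full effect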
Mdm2 MdmX PPI – disrupts the human Mdm2-MdmX interaction. SaOS-2 split-luciferase Mdm2/MdmX complementation, luminescence. inhibition, % at 8 µM. 330,000 tested, 3% active. AID 485346;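 active means inhibition of at least 50% at 8 µM in the primary screen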
Target sequence (O15151 whole entry, looked up): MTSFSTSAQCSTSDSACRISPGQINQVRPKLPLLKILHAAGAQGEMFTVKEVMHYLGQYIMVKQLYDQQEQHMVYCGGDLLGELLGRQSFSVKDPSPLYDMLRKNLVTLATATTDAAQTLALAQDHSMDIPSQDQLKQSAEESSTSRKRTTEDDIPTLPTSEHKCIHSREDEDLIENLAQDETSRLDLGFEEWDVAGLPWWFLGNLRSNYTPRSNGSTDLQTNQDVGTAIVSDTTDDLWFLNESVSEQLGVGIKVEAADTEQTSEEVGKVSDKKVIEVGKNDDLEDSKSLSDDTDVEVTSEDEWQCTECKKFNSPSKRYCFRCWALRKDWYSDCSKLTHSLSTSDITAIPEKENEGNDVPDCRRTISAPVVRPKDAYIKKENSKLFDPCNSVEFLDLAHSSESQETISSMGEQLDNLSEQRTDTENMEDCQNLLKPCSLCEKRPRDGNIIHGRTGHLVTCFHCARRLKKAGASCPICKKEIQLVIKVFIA
Target sequence (Q00987 whole entry, looked up): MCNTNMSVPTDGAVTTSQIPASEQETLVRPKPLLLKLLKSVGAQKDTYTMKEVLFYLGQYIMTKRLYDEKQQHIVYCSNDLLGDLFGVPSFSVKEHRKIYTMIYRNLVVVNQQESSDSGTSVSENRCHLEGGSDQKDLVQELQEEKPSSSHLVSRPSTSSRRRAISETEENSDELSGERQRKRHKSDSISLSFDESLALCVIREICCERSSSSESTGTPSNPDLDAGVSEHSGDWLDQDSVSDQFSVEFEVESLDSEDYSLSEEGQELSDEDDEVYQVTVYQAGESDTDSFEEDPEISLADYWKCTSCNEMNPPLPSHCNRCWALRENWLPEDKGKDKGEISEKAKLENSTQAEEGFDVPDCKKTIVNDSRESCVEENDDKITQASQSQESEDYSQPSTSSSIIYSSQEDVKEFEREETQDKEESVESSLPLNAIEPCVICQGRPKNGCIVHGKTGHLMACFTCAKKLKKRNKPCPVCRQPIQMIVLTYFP
APJ ag – agonists of human APJ apelin receptor. P35414. CHO-K1 APJ PathHunter beta-arrestin, luminescence; 0% DMSO wells, 100% apelin. activation, % at 20 µM. 330,000 tested, 0.11% active;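 active means activation more than six SD over the plate average, tested at 20 µM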;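 further: 0% = DMSO alone and 100% = apelin-13 at 10 nM; some results filed as inactive read as strong as hits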
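Test system: CHO-K1 APJ beta-arrestin complementation cell line. Amount: cell density 1000 per well. Controls: DMSO negative, 10 nM Apelin-13 positive. Signal: luminescent beta-gal fragment complementation, chemiluminescent substrate. Read-out basis: agonist-driven arrestin binding to APJ. Timing: compound stimulation 90 min at 25 °C, detection 60 min.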
XBP1 UPR activ – activators of adaptive arm of unfolded protein response (XBP1); AID 463104; 330,000 tested, 0.33% active; CHO-XBP1 luciferase reporter, IRE1-XBP1 UPR activation, luminescence; percent of tunicamycin response, DMSO as zero; activation, % at 20 µM;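 active means versus positive control, 20 µM dose yields 30% or more activation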;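 further: 100% = tunicamycin at 10 µg/mL and 0% = DMSO only wells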
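Material: CHO-XBP1 cells stably carrying IRE1-XBP1-driven luciferase reporter | Medium: F12 with 10% serum | Compound dosing: 20 µM single concentration, DMSO 1% | Incubation: Overnight seeding at 37 °C, 6 h compound treatment at 37 °C | Detection: Steady-Glo luminescence read | Read-out basis: % activation of reporter signal versus tunicamycin and DMSO controls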
tim23-1 inh – inhibits growth of tim23-1 mutant yeast. S. cerevisiae tim23-1 growth, BacTiter-Glo luminescence, 24 h. inhibition, % at 20 µM. 330,000 tested, 1.3% active. AID 463212;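 active means growth inhibition of the mutant yeast at or above 50%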;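 further: temperature-sensitive mutant grown at 25 °C; plate controls were DMSO-treated mutant yeast for no effect and medium wells lacking yeast for full effect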
CHOP UPR activ – apoptotic UPR (CHOP) activation; CHO-CHOP luciferase reporter, luminescence; percent of tunicamycin response over DMSO baseline; activation, % at 10 µM; 330,000 tested, 0.34% active;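 active means at 10 µM dose, activation of 40% or more, normalized to positive control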;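 further: 100% = tunicamycin at 10 µg/mL and 0% = DMSO alone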
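Test system: CHO CHOP reporter cells. Input: 500 CHO-CHOP cells per well. Medium: F12 with 10% FBS. Technique: luciferase luminescence. Measure: percent activation relative to tunicamycin control. Dosing: 10 µM compound, 0.5% DMSO. Timing: 16-18 h cell attachment, then 6 h compound exposure, 37 °C.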
GRIN3A LBD mod – NR3A (human) ligand-binding domain modulation. 340,000 tested, 2.5% active. NR3A LBD differential scanning fluorimetry, Tm shift; 0% = protein alone, 100% = glycine-bound protein. Tm shift relative to glycine control, % at 25 µM;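 active means melting temperature shift of at least 10% of the positive control shift, at one fixed dose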
TIM10 inh – TIM10 yeast growth inhibition | S. cerevisiae TIM10 strain growth, BacTiter-Glo luminescence, 24 h | inhibition, % at 10 µM | 330,000 tested, 1.4% active | AID 463195;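 active means inhibition of 40% or more at the single tested concentration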;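 further: wild-type TIM10 isogenic control strain grown at permissive 25 °C; 0% = DMSO yeast wells and 100% = minimal medium wells without yeast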
* = called active by the depositor; / = no result given. Rows were taken by chance; any-hit rate near 8.2%.

nr	compound	tim10-1 inh	NALP3 yeast inh	Mdm2 MdmX PPI	APJ ag	XBP1 UPR activ
1	CC12CCC(C(=O)NCc3ccco3)(OC1=O)C2(C)C (stereo not given)	2	1	10	-2	-4
2	Cc1ccc(N2C(=O)C3CCCN3C2=S)c(C)c1 (stereo not given)	-7	-3	1	-4	-2
3	O=C(NC1CC1)c1ccc(-c2nc3ccccc3s2)s1	10	60*	-32	-4	-10
4	N#Cc1nc(-c2cccc3ccccc23)oc1NCCN1CCOCC1	35	0	8	-4	6
5	c1ccc(COn2c(-c3ccccc3)nc3c2CCc2nonc2-3)cc1	4	21	-29	-1	-2
6	Cc1ccc2nc(-c3ccc(O)cc3)oc2c1	23	6	-137	-1	-1
7	O=C(O)c1cccc(S(=O)(=O)NCc2cccs2)c1	-5	2	-19	-4	0
8	CCC1(c2ccccc2)NC(=O)N(CC(=O)NNC(=O)COc2ccc(Cl)cc2C)C1=O (stereo not given)	3	15	-23	-1	0

nr	tim23-1 inh	CHOP UPR activ	GRIN3A LBD mod	TIM10 inh
1	5	0.9	-38	7
2	7	-1.4	0	-2
3	59*	-6.2	-7	53*
4	7	2.0	-6	20
5	20	-1.6	0	1
6	39	1.1	-7	24
7	16	0.5	3	3
8	9	0.8	2	-5

The list continues:
nr	compound	tim10-1 inh	NALP3 yeast inh	Mdm2 MdmX PPI	APJ ag	XBP1 UPR activ
9	O=C(COc1ccccc1)N1CCN=C1SCc1cccnc1	6	3	10	-15	-1
10	CCn1c(SCC(=O)Nc2ccc(N3CCOCC3)cc2)nnc1C1CC1	-6	-5	25	-2	-3
11	O=C1C=C(c2cc(C(F)(F)F)cc(C(F)(F)F)c2)C[C@@H](c2ccc(Cl)cc2)C1	1	5	5	-1	3
12	O=C(CN(C(=O)Cn1nnc(-c2ccc(F)cc2)n1)c1ccc(F)cc1)NC1CCCC1	14	1	22	-4	-2
13	CCCn1c(SCC(=O)Nc2ccc(OCC)cc2)nnc1C(C)C	13	13	-32	-2	-2
14	O=C(Cc1ccccc1)NCCc1cn2ccsc2n1	-23	-5	16	-3	2
15	CCCN1C(=O)/C(=C\c2ccncc2)SC1=Nc1ccccc1	16	31	6	-2	1
16	Cc1cccc(/C(N)=N/OC(=O)CCc2ccccc2)c1	59*	21	5	3	1

nr	tim23-1 inh	CHOP UPR activ	GRIN3A LBD mod	TIM10 inh
9	18	-2.2	0	1
10	-9	0.6	2	-3
11	10	-0.1	13*	-5
12	9	0.7	0	-4
13	9	0.6	0	-5
14	7	-1.0	-1	-1
15	26	1.2	9	-20
16	63*	4.3	1	53*

Next part
nr	compound	tim10-1 inh	NALP3 yeast inh	Mdm2 MdmX PPI	APJ ag	XBP1 UPR activ
17	O=C(Cc1cn(Cc2cccc(Cl)c2)c2ccccc12)N1CCCCCC1	-3	19	20	-2	-4
18	C=CCn1c(SCc2c(C(=O)OC)sc(N)c2C(=O)OC)nnc1-c1ccc(Br)cc1	19	27	16	-1	-4
19	CCC(C(=O)NC1CCCC1)N(C(=O)Cn1nnc(-c2ccc(C)o2)n1)c1cnc2ccccc2c1 (stereo not given)	9	9	23	-5	1
20	N#Cc1nc(Cc2ccccc2)oc1NCc1ccccc1	17	30	-6	3	-1
21	COC(=O)c1ccccc1NC(=S)NC(=O)c1cccc2ccccc12	38	11	-10	-11	-2
22	COc1cccc(N2C(=O)Nc3ccccc3C2(O)C(=O)NCc2ccc3c(c2)OCO3)c1 (stereo not given)	-2	22	3	2	2
23	COc1ccc(-c2csc(NC(=O)c3ccccc3C(=O)O)n2)cc1	13	21	-4	0	0
24	S=C(Nc1ccccc1)c1ccccn1	0	-2	-29	-7	29

nr	tim23-1 inh	CHOP UPR activ	GRIN3A LBD mod	TIM10 inh
17	20	-1.6	17*	-6
18	28	-1.0	-5	1
19	14	-2.0	2	14
20	29	2.5	3	-3
21	43	0.8	0	36
22	17	0.5	1	-3
23	21	-1.3	0	0
24	9	117*	-1	6

Further results follow:
nr	compound	tim10-1 inh	NALP3 yeast inh	Mdm2 MdmX PPI	APJ ag	XBP1 UPR activ
25	O=C(COC(=O)c1ccc(F)cc1)Nc1ccc(Cl)cn1	8	-20	-15	-4	-3
26	Cc1cc(-c2nnc(CCC(=O)NCCc3ccccc3F)o2)no1	1	8	15	-2	-1
27	O=C(CCCn1c(SCc2cc(=O)n3cc(Cl)ccc3n2)nc2ccccc2c1=O)NCC1CCCO1 (stereo not given)	-8	8	21	-1	7
28	Cc1nc2ncnn2c(C)c1Cc1ccc(Cl)cc1F	-12	7	18	-2	-3
29	O=C(CSCc1nc2ccccc2[nH]1)Nc1ccccc1	5	-4	5	0	2
30	Cc1cccc(-c2nnc(SC(C)C(=O)N3CCOCC3)o2)c1 (stereo not given)	-10	22	16	0	0
31	O=C1CN(C(=O)/C=C/c2ccc(Cl)cc2)c2ccccc2N1	-1	14	9	2	0
32	CCOC(=O)C1=NN(C(=O)COc2ccccc2)C(O)(c2ccc(Cl)cc2)C1 (stereo not given)	27	16	-15	-2	-2

nr	tim23-1 inh	CHOP UPR activ	GRIN3A LBD mod	TIM10 inh
25	8	1.4	-2	-19
26	-7	1.2	0	2
27	-17	-0.1	0	17
28	-10	1.8	-1	-13
29	-10	-1.6	1	-15
30	5	2.8	-1	-2
31	39	0.9	2	18
32	42	-1.4	-2	31

The results go on.
nr	compound	tim10-1 inh	NALP3 yeast inh	Mdm2 MdmX PPI	APJ ag	XBP1 UPR activ
33	CCOC(=O)C1CCCN(C(=O)CN2C(=O)c3ccccc3S2(=O)=O)C1 (stereo not given)	-12	6	14	-1	1
34	CC(C)(C)c1ccc(C(=O)NNC(=S)NCc2ccco2)cc1	22	22	9	-4	-1
35	CCn1nnnc1NCc1ccc(Cl)cc1	15	12	8	-5	4
36	CCc1c(C(=O)Nc2cc(C)cc(C)c2)[nH]c(C)c1C(C)=O	18	31	-17	11	-1
37	O=C(NCCSCc1ccccc1)c1cc(S(=O)(=O)N2CCOCC2)ccc1F	21	13	18	-4	-3
38	CCCCCCN(C(=O)CCCCCN1C(=O)NC(c2ccc(-c3ccccc3)cc2)C(C(=O)OCc2ccccc2)=C1C)C(C(=O)NCCCC)c1ccc(OCC(=O)OC)c(C(=O)OC)c1 (stereo not given)	5	21	33	3	-2
39	Cc1ccc(S(=O)(=O)N(CC(=O)Nc2cccnc2)c2cccc(Br)c2)cc1	29	22	44	-6	-5
40	COCc1cc(C)n(CC(=O)Nc2c(C)cccc2C)c(=O)c1C#N	11	6	17	0	0

nr	tim23-1 inh	CHOP UPR activ	GRIN3A LBD mod	TIM10 inh
33	2	1.0	0	-4
34	-3	1.2	2	22
35	17	-0.8	0	-5
36	9	1.9	-12	30
37	8	-1.5	1	-3
38	16	0.1	/	7
39	32	0.3	-8	1
40	5	-1.4	0	8

Complete entries as entered above.
CCc1c(C(=O)Nc2cc(C)cc(C)c2)[nH]c(C)c1C(C)=O across the screens: tim10-1 inh = 18; NALP3 yeast inh = 31; Mdm2 MdmX PPI = -17; APJ ag = 11; XBP1 UPR activ = -1; tim23-1 inh = 9; CHOP UPR activ = 1.9; GRIN3A LBD mod = -12; TIM10 inh = 30
O=C(NCCSCc1ccccc1)c1cc(S(=O)(=O)N2CCOCC2)ccc1F across the screens: tim10-1 inh = 21; NALP3 yeast inh = 13; Mdm2 MdmX PPI = 18; APJ ag = -4; XBP1 UPR activ = -3; tim23-1 inh = 8; CHOP UPR activ = -1.5; GRIN3A LBD mod = 1; TIM10 inh = -3

Back to the main list; the 2 compounds before the break are reprinted first.
nr	compound	tim10-1 inh	NALP3 yeast inh	Mdm2 MdmX PPI	APJ ag	XBP1 UPR activ
39	Cc1ccc(S(=O)(=O)N(CC(=O)Nc2cccnc2)c2cccc(Br)c2)cc1	29	22	44	-6	-5
40	COCc1cc(C)n(CC(=O)Nc2c(C)cccc2C)c(=O)c1C#N	11	6	17	0	0
41	Cc1cc(C(=O)CCC(=O)NNC(=O)c2ccccc2O)c(C)s1	34	13	4	-6	0
42	COc1ccc(NC(=O)c2cc([N+](=O)[O-])nn2Cc2ccccc2)c(C)c1	13	16	-19	2	-1
43	CC1NC(=O)NC1CCCCCC(=O)NCCc1ccccc1 (stereo not given)	-8	0	17	0	-1
44	COc1ccc(/C=C/C(=O)NC(=S)NN2CCCCC2c2cccnc2)cc1 (stereo not given)	33	23	-26	1	1
45	O=C(Nc1cccc([N+](=O)[O-])c1)c1ccn[nH]1	-28	13	-20	-3	2
46	O=S(=O)(NCC1CCCO1)c1ccc(NS(=O)(=O)c2ccc(F)cc2)cc1 (stereo not given)	20	8	0	0	2
47	COc1cc(CNCCc2ccccc2)ccc1OCc1ccc(Cl)nc1	2	50*	-21	0	1
48	O=C1c2ccccc2C(=O)N1CCCCN(C(=O)c1cc2ccccc2oc1=O)c1ccc(F)cc1F	21	3	-2	0	-2
49	COc1ccc2[nH]cc(/C=C(/C#N)S(=O)(=O)c3ccccc3)c2c1	35	-14	7	2	0
50	COC(=O)C1CSc2[nH]c(=O)sc2C1c1ccc(O)c(OC)c1 (stereo not given)	1	5	6	1	0

nr	tim23-1 inh	CHOP UPR activ	GRIN3A LBD mod	TIM10 inh
39	32	0.3	-8	1
40	5	-1.4	0	8
41	6	-1.2	-4	29
42	28	1.5	-2	14
43	1	-1.3	-3	3
44	16	2.5	0	18
45	8	3.1	7	-5
46	9	1.5	-1	-7
47	7	2.4	-3	55*
48	27	1.1	1	14
49	11	-2.0	13*	55*
50	1	0.2	1	11

Bioassay records deposited in PubChem BioAssay by Sanford-Burnham Center for Chemical Genomics.
